SDO1 yeast rescue: growth rescue of sdo1-depleted yeast, primary screen, S. cerevisiae, bone marrow failure model. S. cerevisiae sdo1-depleted JHY4D growth rescue, OD600 30 h; stronger effect = higher value; pdr5 snq2 efflux-pump mutant strain. z-score at 10 µM. 0.21% of 140,000 active. AID 817, 2007;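 active means z-score above 3 at both the 24 hr and the 30 hr optical density reads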;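 further: z-score against mean and SD of all compound wells on the same plate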
Insulin prom inh: inhibitors of insulin promoter-driven GFP, primary screen, imaging, TRM-6 cells (human fetal islet line), eGFP reporter, cell count; reporter expression induced with tamoxifen; inhibition, % at 2 µM; 0.9% of 130,000 active; AID 1273, 2008;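 active means inhibition above the mean plus 3 SD, with well images judged a real hit on visual review, cut at about 60% in these data, passing the limit was not always enough; inconclusive means inhibition over the cutoff but images rejected on review; inactive means inhibition not above the cutoff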
SDO1 yeast rescue Rescue 24 h: second read-out of SDO1 yeast rescue, no call of its own (marks repeat the call); z-score; S. cerevisiae sdo1-depleted JHY4D growth rescue, OD600; measured here: growth rescue at 24 h;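 0 is the plate mean of compound wells and units are plate SD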
An asterisk follows results filed as active.

Cc1c(Cl)cnc(NC(=O)COC(=O)CCS(=O)(=O)c2ccccc2)c1Cl was read as SDO1 yeast rescue 0.92, Insulin prom inh 14 and SDO1 yeast rescue Rescue 24 h 0.85.
Cc1ccc2nc(NC(=O)/C=C/c3ccc4c(c3)OCO4)sc2c1 was read as SDO1 yeast rescue 0.3, Insulin prom inh -10 and SDO1 yeast rescue Rescue 24 h 1.6.
Screening COCCN(C(=S)Nc1cc(C)ccc1C)C(C)c1cccnc1 (stereo not given) returned SDO1 yeast rescue 0.22, Insulin prom inh -29 and SDO1 yeast rescue Rescue 24 h 0.47.
Cc1noc(C)c1C(=O)Nc1sc2c(c1C(N)=O)CCCCC2 was read as SDO1 yeast rescue 0.19, Insulin prom inh -225 and SDO1 yeast rescue Rescue 24 h 0.85.
`O=C(NCc1ccccn1)Nc1ccc(F)cc1` gave SDO1 yeast rescue 0.9, Insulin prom inh 12 and SDO1 yeast rescue Rescue 24 h 0.3.
For CN(C)c1ccc(-c2nc3ccccc3n2C)cc1 the results were SDO1 yeast rescue -0.52, Insulin prom inh -65 and SDO1 yeast rescue Rescue 24 h -0.76.
Screening CCCCNC(=O)c1ccc(NS(=O)(=O)c2ccccc2)cc1 returned SDO1 yeast rescue 1.7, Insulin prom inh -4 and SDO1 yeast rescue Rescue 24 h 0.95.
For Cc1ccc(NC(=S)NNC(=O)C2CC2c2ccc(C)cc2)cc1 (stereo not given) the results were SDO1 yeast rescue -0.89, Insulin prom inh 6 and SDO1 yeast rescue Rescue 24 h -0.96.
CCc1cccc2c(C(=O)COC(=O)c3ccc(O)cc3)c[nH]c12 was read as SDO1 yeast rescue -0.1, Insulin prom inh 13 and SDO1 yeast rescue Rescue 24 h 0.05.
`O=C(CNC(=O)c1ccccc1F)NCCOc1cccc(Cl)c1Cl` gave SDO1 yeast rescue -0.06, Insulin prom inh 3 and SDO1 yeast rescue Rescue 24 h -0.2.

The closing 2 entries of the part before lead into the next.
CCc1cccc2c(C(=O)COC(=O)c3ccc(O)cc3)c[nH]c12 was read as SDO1 yeast rescue -0.1, Insulin prom inh 13 and SDO1 yeast rescue Rescue 24 h 0.05.
`O=C(CNC(=O)c1ccccc1F)NCCOc1cccc(Cl)c1Cl` gave SDO1 yeast rescue -0.06, Insulin prom inh 3 and SDO1 yeast rescue Rescue 24 h -0.2.
Cc1ccc(S(=O)(=O)/N=c2\sccn2C)cc1 was read as SDO1 yeast rescue 0.59, Insulin prom inh -23 and SDO1 yeast rescue Rescue 24 h 0.32.
For CCOc1ccc(N2CC(C(=O)Nc3ccccc3OC)CC2=O)cc1 (stereo not given) the results were SDO1 yeast rescue 0.94 and SDO1 yeast rescue Rescue 24 h 0.96.
CCCOC1CCCN(C(=O)c2cc(Cl)c(Cl)cc2C(=O)O)C1 (stereo not given) was read as SDO1 yeast rescue 0.64 and SDO1 yeast rescue Rescue 24 h 1.3.
CCOc1ccc(N=c2scc(-c3ccccc3)n2CCO)cc1 was read as SDO1 yeast rescue -1.4, Insulin prom inh -42 and SDO1 yeast rescue Rescue 24 h -1.5.
CC(C)N=C(NC#N)SCc1ccc(F)cc1 was read as SDO1 yeast rescue -1.3 and SDO1 yeast rescue Rescue 24 h -0.8.
For Cc1ccc(S(=O)(=O)N2CCOCC2)cc1C(=O)Nc1nc(-c2cccnc2)cs1 the results were SDO1 yeast rescue 0.6, Insulin prom inh inconclusive and SDO1 yeast rescue Rescue 24 h 0.5.
Screening COC(=O)c1ccccc1NC(=O)CN1C(=O)c2ccccc2S1(=O)=O returned SDO1 yeast rescue 0.14, Insulin prom inh 60 and SDO1 yeast rescue Rescue 24 h 0.53.
For CCc1cccc(C)c1NC(=S)N(CCN(C)C)Cc1cccs1 the results were Insulin prom inh -13.
Cc1ncc([N+](=O)[O-])n1CC(O)CCl (stereo not given) was read as SDO1 yeast rescue 0.23, Insulin prom inh -29 and SDO1 yeast rescue Rescue 24 h 0.04.
For COc1cccc(CNC(=O)CN(c2cc(C)cc(C)c2)S(=O)(=O)c2c(C)noc2C)c1 the results were SDO1 yeast rescue -1 and SDO1 yeast rescue Rescue 24 h -1.1.

Sorted by count of non-hydrogen atoms (largest number first): some entries from above.
For Cc1ccc(S(=O)(=O)N2CCOCC2)cc1C(=O)Nc1nc(-c2cccnc2)cs1 the results were SDO1 yeast rescue 0.6, Insulin prom inh inconclusive and SDO1 yeast rescue Rescue 24 h 0.5.
Screening COC(=O)c1ccccc1NC(=O)CN1C(=O)c2ccccc2S1(=O)=O returned SDO1 yeast rescue 0.14, Insulin prom inh 60 and SDO1 yeast rescue Rescue 24 h 0.53.
For CCc1cccc(C)c1NC(=S)N(CCN(C)C)Cc1cccs1 the results were Insulin prom inh -13.
CCCOC1CCCN(C(=O)c2cc(Cl)c(Cl)cc2C(=O)O)C1 (stereo not given) was read as SDO1 yeast rescue 0.64 and SDO1 yeast rescue Rescue 24 h 1.3.
Cc1ccc(S(=O)(=O)/N=c2\sccn2C)cc1 was read as SDO1 yeast rescue 0.59, Insulin prom inh -23 and SDO1 yeast rescue Rescue 24 h 0.32.
Cc1ncc([N+](=O)[O-])n1CC(O)CCl (stereo not given) was read as SDO1 yeast rescue 0.23, Insulin prom inh -29 and SDO1 yeast rescue Rescue 24 h 0.04.

The listing continues.
For CC1=NNC(=O)C(CC(=O)Nc2ccc(Cl)c(Cl)c2)C1 (stereo not given) the results were SDO1 yeast rescue 1.4 and SDO1 yeast rescue Rescue 24 h 1.2.
CC1CCCC(NC(=O)CSC2CCCCC2)C1C (stereo not given) was read as Insulin prom inh -30.
O=C(Nc1ccccc1F)c1ccc(OCc2ccccc2)cc1 was read as SDO1 yeast rescue -1.3, Insulin prom inh -25 and SDO1 yeast rescue Rescue 24 h 0.35.
`CC1CCCC(NC(=O)CSc2ccc(F)cc2)C1C` (stereo not given) gave Insulin prom inh 7.
Screening CCOc1ccc2nc(C)cc(C(=O)O)c2c1 returned SDO1 yeast rescue -0.28 and SDO1 yeast rescue Rescue 24 h -1.1.
Cc1ccccc1/C(N)=N/OC(=O)/C=C/c1ccccc1 was read as SDO1 yeast rescue -2.6, Insulin prom inh 18 and SDO1 yeast rescue Rescue 24 h -1.7.
`CCc1nn(C(C)C(=O)N2CCN(Cc3ccccc3)CC2)c(=O)c2cc3occc3n12` (stereo not given) gave SDO1 yeast rescue -1.2, Insulin prom inh 19 and SDO1 yeast rescue Rescue 24 h -0.47.
`CC1CCc2c(sc3ncnc(N4CCN(S(=O)(=O)c5cccc6nonc56)CC4)c23)C1` (stereo not given) gave Insulin prom inh 29.
`O=c1c2ccccc2nc2n1CCN2Cc1ccc(Cl)cc1` gave SDO1 yeast rescue -0.8, Insulin prom inh -31 and SDO1 yeast rescue Rescue 24 h -0.57.
Screening CC(NS(C)(=O)=O)C(c1cccs1)N1CCN(Cc2ccccc2)CC1 (stereo not given) returned SDO1 yeast rescue 1.2, Insulin prom inh 0 and SDO1 yeast rescue Rescue 24 h 0.81.
For COCc1cc(=O)n2c(-c3ccccc3OC)n[nH]c2n1 the results were SDO1 yeast rescue 0.35, Insulin prom inh -144 and SDO1 yeast rescue Rescue 24 h -0.13.
Screening COc1ccc(COC(=O)N/N=C(\C)CC(=O)Nc2c(C)cc(C)cc2C)cc1 returned SDO1 yeast rescue 0.86 and SDO1 yeast rescue Rescue 24 h 0.32.
C/C(=N\NC(=O)c1ccc(OC2CCCC2)cc1)c1ccc(C)s1 was read as SDO1 yeast rescue 0.06, Insulin prom inh -24 and SDO1 yeast rescue Rescue 24 h 2.1.
Cc1ccc(CC2C(=O)N(c3ccc(C)cc3)C(=O)C2C)cc1 (stereo not given) was read as Insulin prom inh -150.
Cc1cc(C)cc(NC(=O)c2ccc(S(=O)(=O)C(F)F)cc2)c1 was read as SDO1 yeast rescue -0.84 and SDO1 yeast rescue Rescue 24 h -0.91.
For CCOC(=O)C(/C(C)=N/NC(=O)C1CC1c1ccccc1)C(C)C (stereo not given) the results were SDO1 yeast rescue -0.41, Insulin prom inh 38 and SDO1 yeast rescue Rescue 24 h -0.46.
CCOC(=O)c1sc2nc3c(cc2c1N)C(=O)CC(C)(C)C3 was read as SDO1 yeast rescue 0.27, Insulin prom inh 50 and SDO1 yeast rescue Rescue 24 h 0.55.
`CCNc1nc(NCC)nc(-n2nc(C)cc2C)n1` gave SDO1 yeast rescue 0.25, Insulin prom inh 18 and SDO1 yeast rescue Rescue 24 h 0.71.
CCc1c(C#N)c(SCCC(=O)Nc2cccc(OC)c2)nc2c1C(=O)CC(C)(C)C2 was read as SDO1 yeast rescue -0.28, Insulin prom inh -32 and SDO1 yeast rescue Rescue 24 h -0.87.
Cc1ccc(C2C(C#N)=C(N)Oc3c2oc(CO)cc3=O)o1 (stereo not given) was read as SDO1 yeast rescue 0.58 and SDO1 yeast rescue Rescue 24 h 0.7.
Screening C=CCn1c(N)c(S(=O)(=O)c2cccs2)c2nc3ccccc3nc21 returned SDO1 yeast rescue -0.09, Insulin prom inh -44 and SDO1 yeast rescue Rescue 24 h -0.09.
`COc1ccc(C=NC(CO)C(O)c2ccc([N+](=O)[O-])cc2)cc1` (stereo not given) gave SDO1 yeast rescue 1.6, Insulin prom inh -27 and SDO1 yeast rescue Rescue 24 h 0.16.
For COc1ccc(S(=O)(=O)N(C)CC(=O)Nc2ccc(C)cc2)cc1OC the results were Insulin prom inh -24.
For O=C(/C=C/c1ccco1)Nc1ccc(Oc2ccccc2)cc1 the results were SDO1 yeast rescue -1.7, Insulin prom inh -47 and SDO1 yeast rescue Rescue 24 h -0.98.
Fc1ccccc1CN(CCN1CCOCC1)C(=S)Nc1ccccc1Cl was read as Insulin prom inh 0.
`O=C(Nc1nc2ccc(Cl)cc2s1)c1ccco1` gave SDO1 yeast rescue -0.93, Insulin prom inh -11 and SDO1 yeast rescue Rescue 24 h -0.05.
Screening COc1ccc(CCNC(=O)Cn2cnc3c(cnn3C(C)(C)C)c2=O)cc1OC returned SDO1 yeast rescue 0.55, Insulin prom inh -108 and SDO1 yeast rescue Rescue 24 h 0.36.
Screening Cc1ccccc1NC(=O)COc1ccc(Br)cc1CNCCCO returned Insulin prom inh -79.
CCCOc1ccc(C2c3c(oc4cc(C)c(C)cc4c3=O)C(=O)N2CCCN(C)C)cc1 (stereo not given) was read as SDO1 yeast rescue 0.31 and SDO1 yeast rescue Rescue 24 h 0.1.
Fc1ccc(NCc2n[nH]c(=S)n2Cc2ccccc2)cc1 was read as Insulin prom inh 0.
`CCNC(=O)NS(=O)(=O)c1cnccc1Nc1cccc(Cl)c1` gave SDO1 yeast rescue 1.1, Insulin prom inh 23 and SDO1 yeast rescue Rescue 24 h 0.45.
For COc1ccc(OC)c(N=c2ssnc2Cl)c1 the results were SDO1 yeast rescue -2.6, Insulin prom inh 39 and SDO1 yeast rescue Rescue 24 h -1.8.
For c1nc(NCC2(N3CCOCC3)CCCCC2)c2ccsc2n1 the results were SDO1 yeast rescue -0.21, Insulin prom inh 15 and SDO1 yeast rescue Rescue 24 h -0.72.
For CS(=O)(=O)N1N=C(c2ccccc2)CC1c1cccs1 (stereo not given) the results were SDO1 yeast rescue 1.1, Insulin prom inh -5 and SDO1 yeast rescue Rescue 24 h 0.51.
For O=Nc1c2cc(-c3ccccc3)[nH]nc-2c2ccccc12 the results were Insulin prom inh -62.
`CC(C)(C)C1CCC2(CC1)SCC(=O)N2c1ccccc1` (stereo not given) gave SDO1 yeast rescue 0.19, Insulin prom inh 51 and SDO1 yeast rescue Rescue 24 h 0.72.
Screening COc1ccc(C(=O)c2ccccc2)c2c(O)ccc(C(=O)c3ccccc3)c12 returned SDO1 yeast rescue -0.62, Insulin prom inh -20 and SDO1 yeast rescue Rescue 24 h -0.37.
Screening COCCNS(=O)(=O)c1ccc2c(c1)n(C)c(=O)n2C returned SDO1 yeast rescue -0.76 and SDO1 yeast rescue Rescue 24 h -0.69.
`O=C1/C(=C/c2ccccn2)COc2ccccc21` gave Insulin prom inh 29.
O=C(NCc1cccc(Cl)c1)c1ccc2c(c1)OCO2 was read as SDO1 yeast rescue -0.91, Insulin prom inh 54 and SDO1 yeast rescue Rescue 24 h -0.94.
`Cc1cccc(NC(=S)NCCN2CCOCC2)c1C` gave SDO1 yeast rescue 0.08, Insulin prom inh 6 and SDO1 yeast rescue Rescue 24 h -0.15.
Nn1c(SCC(=O)Nc2ccc(F)cc2)nnc1C1CCCCC1 was read as SDO1 yeast rescue 0.54 and SDO1 yeast rescue Rescue 24 h -0.38.
For Cc1ccccc1NS(=O)(=O)c1cc(C(=O)Nc2cccc([N+](=O)[O-])c2)ccc1C the results were SDO1 yeast rescue -0.57 and SDO1 yeast rescue Rescue 24 h -0.73.
For O=C(N1CCCC1)n1c(Cc2ccccc2)nc2ccccc21 the results were SDO1 yeast rescue -0.06, Insulin prom inh 21 and SDO1 yeast rescue Rescue 24 h -0.37.
CCc1nc(N2CCCC(C)C2)c2oc3ccccc3c2n1 (stereo not given) was read as SDO1 yeast rescue -2.1 and SDO1 yeast rescue Rescue 24 h -2.1.
Screening COC(=O)c1c(C)cc(OC(C)=O)c(C)c1OC(C)=O returned SDO1 yeast rescue -0.65, Insulin prom inh 7 and SDO1 yeast rescue Rescue 24 h -0.65.
For N#Cc1c(C(F)(F)F)cc(-c2cccs2)nc1SCc1cccnc1 the results were SDO1 yeast rescue 1.2, Insulin prom inh -43 and SDO1 yeast rescue Rescue 24 h 1.9.
CC(C)CC(NS(=O)(=O)c1ccc2c(c1)oc(=O)n2C)C(=O)NC1CCCc2ccccc21 (stereo not given) was read as SDO1 yeast rescue -0.54 and SDO1 yeast rescue Rescue 24 h 1.3.

The list is partial (hit frequency here may not be typical).
